High-throughput results: PubChem, several laboratories
Peg3 promoter = Peg3 promoter-driven luciferase inhibitors, primary screen, cell-based, HeLa, luciferase luminescence; inhibition, % at 20 µM; hit rate 1.7% among 360,000; HeLa PEG-Prom luciferase reporter, overnight;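 active = inhibition of at least 50% at 20 µM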
CaV13 FRET inh = Disruptors of the CACNA1D IQ motif to Ca2+-dependent inactivation inhibitor domain association, primary screening, Förster resonance energy transfer in intact living …. hit rate 0.098% among 340,000. inhibition, % at 12.3 µM. HEK cells, CFP/YFP FRET ICDI-IQ, plate reader, 10 min; percent FRET-ratio fall versus neutral wells. AID 743397;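 active = mean replicate inhibition of at least 30% and at least 1% of replicates passing that level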;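 note: 0% = median of the neutral control wells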
HIF-2a block = HIF-2a reporter inhibitors, primary screen, luminescence, 786-0 RCC cells | hit rate 0.72% among 360,000 | 786-0 RCC cells HIF-2a reporter, luciferase luminescence, overnight | inhibition, % at 18.8 µM;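 active = inhibition of the luminescence signal of 40% or more relative to plate controls, in a single-dose primary screen at 18.75 µM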
hiPSC survival = enhancers of single-cell hiPSC survival, primary screen, ATPlite luminescence; 100% = ROCK inhibitor wells, 0% = DMSO; hit rate 0.044% among 360,000; survival enhancement, % at 20 µM; AID 602274, 2012; in the data active = survival enhancement above about 18%;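 note: cells exposed to compounds for 16 hours before the ATP read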
PDI inh = inhibitors of human PDI, primary screen, biochemical, turbidity, single point, plate reader; PDI insulin aggregation turbidity, A650, 90 min; hit rate 0.052% among 350,000; inhibition, % at 10 µM;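 active = mean inhibition across replicates of 30% or more, whatever share of single replicates reach that level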;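 note: absorbance from insulin aggregation driven by PDI reduction with DTT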
Target sequence (P07237 whole entry, looked up): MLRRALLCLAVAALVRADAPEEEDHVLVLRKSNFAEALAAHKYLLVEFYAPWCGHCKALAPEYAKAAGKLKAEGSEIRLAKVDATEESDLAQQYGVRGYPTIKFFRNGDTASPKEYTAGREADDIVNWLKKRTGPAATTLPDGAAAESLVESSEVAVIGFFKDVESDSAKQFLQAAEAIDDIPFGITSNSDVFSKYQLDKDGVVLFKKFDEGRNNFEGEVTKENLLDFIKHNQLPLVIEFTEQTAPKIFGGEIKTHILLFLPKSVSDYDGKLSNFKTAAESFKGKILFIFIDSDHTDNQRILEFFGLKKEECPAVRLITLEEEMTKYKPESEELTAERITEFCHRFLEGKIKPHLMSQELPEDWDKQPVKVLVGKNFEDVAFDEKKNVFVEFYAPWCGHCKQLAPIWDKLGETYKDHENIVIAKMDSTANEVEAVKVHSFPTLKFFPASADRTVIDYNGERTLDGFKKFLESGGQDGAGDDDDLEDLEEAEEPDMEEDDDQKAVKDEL
NR2E3 ag-1 = inhibitors of NR2E3-RetCOR corepressor binding, primary screen, NR2E3 agonist project, biochemical, TR-FRET, GST-NR2E3, biotin-RetCOR; inhibition of corepressor binding, % at 4.78 µM; 1536-well; hit rate 0.12% among 320,000; AID 2300, 2010; Photoreceptor-specific nuclear receptor (Homo sapiens), Q9Y5X4;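 active = percent inhibition above the cutoff of mean plus 3 SD of all tested compounds, set per screening campaign, cut at about 20% in these data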;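 note: 0% = DMSO wells and 100% = biotin wells as full block of FRET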
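system = GST-tagged NR2E3 plus biotinylated RetCOR corepressor | input = 1.35 nM GST-NR2E3 | also added = 7 nM biotin-RetCOR | schedule = 5 h incubation at 4 °C | measured by = TR-FRET with europium anti-GST and streptavidin-D2, 340 nm excitation | read-out = percent loss of FRET ratio relative to control wells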
MITF TRPM1 inh = inhibitors of MITF-dependent TRPM1 promoter reporter, primary screen, cell-based, SK-MEL-5, single point, luciferase | SK-MEL-5 TRPM1 promoter luciferase, 24 h | inhibition, % at 12.5 µM | hit rate 0.83% among 330,000 | AID 488899, 2010;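 active = mean inhibition across replicates of 60% or more, whatever share of single replicates reaches that level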; note: values of inactives mirror those of a sister screen read the other way
NR2E3 ag-2 = NR2E3 agonists in two-hybrid cells, primary screen, cell-based, luminescence, CHO-S, Gal4-NCOR/VP16-NR2E3. inhibition of corepressor binding, % at 3.98 µM. AID 602229, 2012. hit rate 0.35% among 360,000. luciferase;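 active = inhibition above the mean of all tested compounds plus 3 SD, cut at about 70% in these data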;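 note: 0% = DMSO with NR2E3 transfected cells and 100% = cells lacking NR2E3 construct; higher means lower luciferase signal from less NR2E3 corepressor binding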
m5-HT2A agonist = mouse Htr2a agonists via beta-arrestin recruitment, primary screen, cell-based, luminescence. 5-hydroxytryptamine receptor 2A (Mus musculus), P35363. CHO-K1 mHTR2A beta-arrestin complementation; percent of 30 µM serotonin response. activation, % at 7.6 µM. hit rate 0.66% among 360,000. AID 624169, 2012;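 active = activation above a run cutoff, the mean activation of all tested compounds plus 3 SD, cut at about 14% in these data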;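 note: 0% = plate median of compound wells and 100% = 30 µM serotonin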
Target sequence (P35363 whole entry, looked up): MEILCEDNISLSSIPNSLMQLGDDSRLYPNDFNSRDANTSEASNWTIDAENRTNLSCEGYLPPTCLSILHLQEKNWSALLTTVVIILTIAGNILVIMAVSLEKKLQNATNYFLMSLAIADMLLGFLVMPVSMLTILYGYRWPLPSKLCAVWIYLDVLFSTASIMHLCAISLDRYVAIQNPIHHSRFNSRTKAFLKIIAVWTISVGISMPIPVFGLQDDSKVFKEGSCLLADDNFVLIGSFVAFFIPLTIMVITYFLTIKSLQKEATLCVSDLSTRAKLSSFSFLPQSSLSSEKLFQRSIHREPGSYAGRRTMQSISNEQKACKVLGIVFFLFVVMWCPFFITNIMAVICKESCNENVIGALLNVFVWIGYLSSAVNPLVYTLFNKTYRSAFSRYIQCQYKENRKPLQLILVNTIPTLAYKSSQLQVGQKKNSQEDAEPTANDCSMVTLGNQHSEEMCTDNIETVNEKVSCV
Cardio protect = cardioprotection against H2O2-induced cell death, primary screen, uHTS, H9c2 cells, ATPLite luminescence. protection from H2O2 cell death, % at 20 µM. H9c2 cardiomyocytes, H2O2 injury protection, 2 h. hit rate 0.63% among 360,000;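 active = compounds giving at least 50% protection of heart cells from peroxide-induced death in the single-dose screen, raw or plate-pattern-corrected value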;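 note: 0% = DMSO wells with peroxide and 100% = DMSO wells without peroxide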
Shn3 inh set2 = reduction of Shn3 3'UTR firefly luciferase signal, primary screen, Schnurri-3 inhibitor project, cell-based, Clone20 osteoblasts, set 2; AID 588674, 2011; hit rate 0.52% among 360,000; inhibition, % at 12.5 µM; Clone20 osteoblast Shn3 3'UTR firefly luciferase, 24 h;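 active = mean inhibition of at least 75% with every replicate also reaching 75%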;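 note: 0% = median of neutral control wells and 100% = pilot-screen positive control compound; some compounds past the cut are filed as inactive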
Numbers without * were called inactive; x = no result given.

Values run as follows: Peg3 promoter	CaV13 FRET inh	HIF-2a block	hiPSC survival	PDI inh	NR2E3 ag-1	MITF TRPM1 inh	NR2E3 ag-2	m5-HT2A agonist	Cardio protect	Shn3 inh set2
Cc1ccc(C)n1-c1nn(S(=O)(=O)c2cccc3cccnc23)c2cccc(F)c12
    14	-5	10	0.9	-8	-1	-7	25	-6	-4	-10
Cc1cc2nc(-c3ccc(SCC(=O)Nc4ccc5c(c4)OCCO5)nc3)[nH]c2cc1C
    -138	-7	-254	-2.0	9	1	-65	-5	-5	-20	-43
COc1ccc(-c2nc(Cn3c(SCc4ccccc4F)nc4ccncc43)c(C)o2)cc1
    -1	-7	-12	0.5	x	1	-3	17	5	-20	12
CCc1ccc(-c2nc(CSCC(=O)NCc3ccco3)c(C)o2)cc1
    14	-4	40*	-1.8	1	x	36	101*	10	-13	46
Cc1ccc(C(=O)N/N=C\c2ccncc2)s1
    -41	x	-62	0.0	2	-2	-23	-16	3	2	-20
S=C1NCCOCCOCCOCCN1
    -9	x	12	1.8	-4	1	6	15	6	-2	3
CC(=O)N1CCc2c(sc(NC(=O)CN3C(=O)CCC3=O)c2C(N)=O)C1
    -1	-5	17	0.5	1	4	8	2	-3	12	-24
COCCNc1nc(Nc2ccc(Cl)cc2F)c2sccc2n1
    22	-5	11	-2.1	-4	x	x	22	-6	0	24
Cc1cc2nc(CSc3ccc(Cl)cc3)cc(=O)n2[nH]1
    -11	6	-30	0.8	-6	5	12	-28	-2	7	-24
Cc1cc(OCCOCCNCc2ccccc2)ccc1C(C)C
    -25	-4	21	-0.7	-2	1	1	11	-7	-10	7
C/C(=N\NC(=O)c1cc(-c2ccc(O)cc2)nc2ccccc12)c1cccnc1
    -20	-5	-40	0.2	2	x	-21	-4	-7	17	-8
O=C(NC(=S)NNC(=O)c1ccccc1[N+](=O)[O-])c1ccc(Br)cc1
    -12	-19	-69	-0.6	4	1	6	-24	3	11	-13
Cc1cccc(C)c1NC(=O)COC(=O)c1cc(-c2cccnc2)nc2ccccc12
    8	-4	-2	-1.0	1	2	-3	10	4	11	-2
O=C(N/N=C/c1sc(N2CCOCC2)nc1-c1ccccc1)c1cccc(S(=O)(=O)N2CCCC2)c1
    66*	-15	32	-0.3	-4	2	52	17	-2	24	90*
Cc1ccc(S(=O)(=O)NN=C2C3CC4CC(C3)CC2C4)cc1[N+](=O)[O-]
    2	-4	18	-0.6	1	-5	-11	11	1	11	-6
CC1N=C(N)C(c2nc3ccccc3n2C)=C1O (stereo not drawn)
    14	17	16	-0.2	13	2	11	-10	-1	3	2
O=C(COC(=O)COc1ccc(Br)cc1)NC1CCCC1
    -1	-7	0	-0.7	-4	x	0	-9	3	1	-11
Cc1ccc(CNC(=O)CSc2ncc(C(=O)Nc3ccccc3)c(=O)n2C)cc1
    19	-6	9	1.6	-5	-1	37	-9	3	-6	-9
COc1ccccc1CNC(=O)CN1C(=O)NC2(CCOc3ccccc32)C1=O (stereo not drawn)
    17	-7	-7	-0.1	-4	x	1	-11	9	2	-8
Cc1cccc(N2CCN(C(=O)CCNS(=O)(=O)c3ccc4c(c3)oc(=O)n4C)CC2)c1C
    18	-4	18	0.2	4	2	9	-24	-2	-11	47
CCCC(=O)Nc1ccc(C(=O)Nc2nnc(COC)s2)cc1
    -16	-4	9	6.2	1	2	-4	-30	2	-2	4
COc1ccc2[nH]c(C(=O)O)c(NS(=O)(=O)c3ccc(OC)c(OC)c3)c2c1
    -7	-4	-12	-2.8	-12	-2	14	0	6	1	-14
O=C(CCCCCNc1nc(=S)[nH]c2ccccc12)NCCc1ccc(Cl)cc1
    8	-3	11	0.4	-2	2	6	13	4	-10	27
Cc1cccc(N(C)C(=O)CCS(=O)(=O)c2cc3c(cc2Cl)NC(=O)CO3)c1
    -10	-5	18	-0.3	x	-1	x	4	1	10	3
COc1ccc(NC(=O)CN(C)C(=O)c2ccc(NS(=O)(=O)c3ccc(C)c([N+](=O)[O-])c3)cc2)cc1
    4	-5	9	0.4	6	1	1	-2	3	-6	-6
COc1ccc(NCc2nnc(SCC(=O)Nc3nc(-c4ccccc4)cs3)n2-c2ccccc2)cc1
    83*	-2	11	1.5	3	-5	14	-11	0	-11	16
NNC(=O)C1=NOC(CNc2ncc(C(F)(F)F)cc2Cl)C1 (stereo not drawn)
    8	-6	13	-0.7	-2	-5	5	-1	1	0	-23
O=C(N/N=C/c1ccccc1Cl)c1cccc(F)c1
    -275	-4	-330	2.7	-5	3	-81	-94	4	4	-71
Cc1cc(C)cc(NC(=O)CCNS(=O)(=O)c2cc(Br)cnc2N)c1
    17	-3	20	-0.6	2	-3	7	-6	-8	-2	9
O=C(O)CCCCCN=Cc1c(O)c2ccccc2oc1=O
    4	-5	21	0.0	1	0	-4	13	-2	-5	-7

Next part, overlapping the part above by two compounds.
Values run as follows: Peg3 promoter	CaV13 FRET inh	HIF-2a block	hiPSC survival	PDI inh	NR2E3 ag-1	MITF TRPM1 inh	NR2E3 ag-2	m5-HT2A agonist	Cardio protect	Shn3 inh set2
Cc1cc(C)cc(NC(=O)CCNS(=O)(=O)c2cc(Br)cnc2N)c1
    17	-3	20	-0.6	2	-3	7	-6	-8	-2	9
O=C(O)CCCCCN=Cc1c(O)c2ccccc2oc1=O
    4	-5	21	0.0	1	0	-4	13	-2	-5	-7
O=C(O)C1CCCCN1c1ccccc1[N+](=O)[O-] (stereo not drawn)
    3	-3	0	2.3	x	x	x	-1	0	6	2
COc1ccc(C(=O)OCC(=O)N2CCOCC2)cc1S(=O)(=O)N1CCOCC1
    11	-5	5	1.2	2	7	x	-18	-2	4	-8
C=CC(COCc1ccccc1)N(Cc1ccccc1)S(=O)(=O)c1ccccc1Br (stereo not drawn)
    16	-5	7	0.7	0	3	6	-32	-1	-6	17
COc1ccc(-c2cc(C#N)nc(N3CCNCC3)n2)cc1
    13	-7	18	-5.2	3	-2	-10	-8	-2	1	3
CCOc1ccc(NC(=O)COC(=O)CSCC(=O)Nc2ccc(C)cc2C)cc1
    -6	-5	-8	-1.9	3	0	-4	-3	-4	-7	-8
COC1C(CO)OC(n2cnc3c(=S)nc(N)[nH]c32)C1O (stereo not drawn)
    2	-5	9	-1.5	1	x	-9	-1	-2	0	-29
COc1ccc(-c2cnc(N)n2CC2CCCO2)cc1 (stereo not drawn)
    -5	-4	-46	0.2	1	2	-22	-18	-4	2	-4
CC(C)C[C@@H](CNCC(=O)[C@H](CC(=O)O)NC(=O)c1[nH]cnc1C(=O)N[C@H](CN)CC(C)C)NC(=O)c1nc[nH]c1C(=O)N[C@@H](Cc1ccccc1)C(=O)O
    -9	-9	-12	7.3	9	x	-4	-31	-8	2	1
Oc1ccc(CCNc2c3ccccc3nc3ccccc23)cc1O
    109*	-3	54*	-0.8	-4	-1	72*	-9	42*	15	-21
O=C(Nc1ccccc1)OCCNC(=O)c1cccc(Br)c1
    -3	-5	7	0.0	2	6	-3	-19	3	-1	17
O=C(CN1CCC(n2nnc3cc(C(F)(F)F)ccc32)CC1)NNC(=O)c1ccco1
    20	-5	31	-3.4	8	2	-1	7	2	4	8
COc1ccc(NCN2C(=O)C3C4C=CC(C4)C3C2=O)cc1 (stereo not drawn)
    -4	-5	-28	-0.1	-5	1	-4	11	2	-4	-3
O=C(O)C1CCCN1C(=O)c1cccs1 (stereo not drawn)
    -8	x	7	-0.4	0	-2	8	-11	6	5	-8
[O-]/[N+](=C/c1ccco1)c1ccccc1
    -15	-13	-12	-0.5	10	-2	-25	-15	-1	6	-17
CCN(CC(=O)NCc1ccncc1)S(=O)(=O)c1ccccc1
    -4	-3	17	0.9	-8	-2	5	-21	5	7	-3
Cc1ccc(-n2c(CCc3nc4ccccc4[nH]3)n[nH]c2=S)cc1
    7	-2	19	-0.3	-2	-1	1	-4	8	1	7
CC(/C=C1\SC(=S)N(NS(=O)(=O)c2ccccc2)C1=O)=C\c1ccccc1
    14	-4	8	0.2	3	2	-6	-1	1	-1	-13
C[C@@H]1CN([C@@H](C)CO)C(=O)c2cc(NC(=O)C3CC3)ccc2O[C@@H]1CN(C)C(=O)NC1CCCCC1
    8	-5	1	2.1	-1	x	3	-5	2	2	-2
O=C(N/N=C\c1ccc(-c2ccc([N+](=O)[O-])cc2)o1)C1COc2ccccc2O1 (stereo not drawn)
    32	-28	5	-0.1	3	2	-4	-22	-3	16	-9
COc1ccc2cc3cc(C(=O)NCC4COc5ccccc5O4)oc3nc2c1 (stereo not drawn)
    15	x	-6	-3.1	-6	5	4	37	8	-15	-6
COc1ccc(-n2c(=O)[nH]cc(C(=O)N3CCc4ccccc43)c2=O)cc1
    0	-10	-5	-0.4	6	1	7	3	1	5	-4
O=C(CN1C(=O)c2ccccc2C1=O)NC1CCCCC1
    3	-2	12	0.9	-5	2	16	-8	0	-6	1
Cc1ccc(C)c(NC(=O)Cc2csc(-c3ccccc3)n2)c1
    1	-5	5	-2.5	11	2	5	-1	7	-7	-17
COCCNC(=O)c1onc(CSc2ccccn2)c1C(=O)NCCOC
    -21	-4	7	-2.1	-1	2	-5	-9	2	17	-21
COc1ccccc1C(=O)Nc1nc2ccc(S(C)(=O)=O)cc2s1
    -116	-9	-215	0.4	-12	0	-60	-49	9	6	-27
O=C(NCC1CCCCC1)C1CCC(=O)N(CCc2cccc(F)c2)C1 (stereo not drawn)
    -1	-3	-7	-0.5	4	0	-1	-7	2	0	-16
Cc1cc(NC(=O)c2cccc(Oc3ccccc3)c2)n[nH]1
    -201	-5	-223	0.0	3	3	-13	-87	-6	-17	-65
Cc1cc(OCC(=O)OCC(=O)NC2CCCCCC2)ccc1Cl
    -3	-2	8	-0.3	1	0	2	-19	5	3	15
Cc1ccccc1CNS(=O)(=O)c1csc(C(N)=O)c1
    3	-2	6	0.0	13	1	9	-9	-1	-2	-4
